Screens (PubChem)
Gli-Sufu antag – blocks Gli-Sufu signaling in a luciferase reporter; Sufu-KO-LIGHT fibroblasts, Gli luciferase reporter luminescence; inhibition, % at 5 µM; 340,000 compounds, 0.74% hits;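 active means inhibition above about 55%, limit read from the data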;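 further: 0% = DMSO-treated cells and 100% = wells with medium but no cells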
Mdm2-MdmX inh – disrupts the human Mdm2-MdmX interaction. O15151+Q00987. AID 485346. SaOS-2 split-luciferase Mdm2/MdmX complementation, luminescence. inhibition, % at 8 µM. 330,000 compounds, 3% hits;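 active means inhibition of at least 50% at 8 µM in the primary screen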
XBP1 UPR activ – activators of adaptive arm of unfolded protein response (XBP1); CHO-XBP1 luciferase reporter, IRE1-XBP1 UPR activation, luminescence; percent of tunicamycin response, DMSO as zero; 330,000 compounds, 0.33% hits; activation, % at 20 µM; AID 463104;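 active means versus positive control, 20 µM dose yields 30% or more activation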;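 further: 100% = tunicamycin at 10 µg/mL and 0% = DMSO only wells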
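Material: CHO cell line with stable XBP1 luciferase reporter; schedule: 16-18 h cell attachment at 37 °C, then 6 h compound exposure; signal: glow luminescence from Steady-Glo reagent; medium: serum-containing F12 medium, 10% FBS; benchmarks: tunicamycin 10 µg/mL and vehicle-only wells; read-out: percent activation relative to tunicamycin reference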
Jurkat NFkB inh – inhibitors of the PMA/ionomycin-induced NF-kB reporter in Jurkat cells | PMA/ionomycin-induced NF-kB luciferase reporter, luminescence | inhibition, % at 4 µM | 330,000 compounds, 0.53% hits; in the data active means inhibition above about 50%
EBI2 block – blocks human EBI2 receptor beta-arrestin signaling. P32249. EBI2 beta-arrestin recruitment, luminescence, 7a,25-OHC stimulated. inhibition, % at 5 µM. 360,000 compounds, 0.81% hits. AID 651636; in the data active means inhibition above about 38%;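 further: enzyme fragment complementation signal reports receptor beta-arrestin coupling in cells; 0% = agonist plus DMSO wells and 100% = wells without agonist; some results beyond the cut were filed as inactive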
Target sequence (P32249 whole entry, looked up, the tested form may be a part): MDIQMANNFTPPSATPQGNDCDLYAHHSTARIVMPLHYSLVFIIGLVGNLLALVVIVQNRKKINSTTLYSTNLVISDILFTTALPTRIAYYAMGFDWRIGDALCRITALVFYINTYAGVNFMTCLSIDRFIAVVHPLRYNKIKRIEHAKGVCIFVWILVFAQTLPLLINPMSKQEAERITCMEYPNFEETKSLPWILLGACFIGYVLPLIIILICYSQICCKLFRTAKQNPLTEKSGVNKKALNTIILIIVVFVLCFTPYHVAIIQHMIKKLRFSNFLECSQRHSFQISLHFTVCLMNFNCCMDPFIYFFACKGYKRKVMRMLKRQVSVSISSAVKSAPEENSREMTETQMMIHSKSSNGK
CCR6 antagonist – blocks CCL20-driven beta-arrestin recruitment at human CCR6 | P51684 | CHO-K1 CCR6 PathHunter beta-arrestin, luminescence, CCL20-stimulated | inhibition, % at 20 µM | 340,000 compounds, 0.49% hits | AID 493098;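 active means compounds whose inhibition of the agonist-driven luminescence signal at 20 µM reaches about 50%, limit read from the data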;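 further: cells stimulated with CCL20 at 14 nM final; plate controls were DMSO with CCL20 for no effect and DMSO without agonist for full effect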
Target sequence (P51684 whole entry, looked up): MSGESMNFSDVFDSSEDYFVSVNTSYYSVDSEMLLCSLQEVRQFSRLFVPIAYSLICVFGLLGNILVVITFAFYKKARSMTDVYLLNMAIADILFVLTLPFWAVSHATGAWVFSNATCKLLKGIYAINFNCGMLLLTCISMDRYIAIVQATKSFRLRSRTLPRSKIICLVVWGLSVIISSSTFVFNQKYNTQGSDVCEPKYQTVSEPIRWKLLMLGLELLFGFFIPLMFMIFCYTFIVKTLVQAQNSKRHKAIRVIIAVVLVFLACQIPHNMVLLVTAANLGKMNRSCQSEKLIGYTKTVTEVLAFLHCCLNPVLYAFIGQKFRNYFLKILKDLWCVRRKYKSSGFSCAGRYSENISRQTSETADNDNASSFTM
CXCR6 inh – CXCR6 (human) receptor inhibition | O00574 | inhibition, % at 20 µM | 360,000 compounds, 0.36% hits | CHO-K1 PathHunter CXCR6 beta-arrestin, luminescence | AID 602244; in the data active means inhibition above about 34%, passing the limit was not always enough;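 further: antagonist mode with CXCL16 agonist at 10 nM final; 0% = 10 nM CXCL16 with DMSO and 100% = unstimulated wells without agonist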
Target sequence (O00574 whole entry, looked up): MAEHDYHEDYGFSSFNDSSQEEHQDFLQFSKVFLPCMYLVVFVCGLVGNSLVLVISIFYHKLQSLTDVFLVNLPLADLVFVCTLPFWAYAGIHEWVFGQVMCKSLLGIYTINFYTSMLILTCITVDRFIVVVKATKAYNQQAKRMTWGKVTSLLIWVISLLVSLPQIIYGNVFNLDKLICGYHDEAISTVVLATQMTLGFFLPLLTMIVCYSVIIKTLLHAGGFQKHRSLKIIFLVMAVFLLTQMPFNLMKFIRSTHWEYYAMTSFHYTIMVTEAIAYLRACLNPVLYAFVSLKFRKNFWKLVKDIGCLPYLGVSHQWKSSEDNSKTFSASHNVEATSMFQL
697 NFkB inh – inhibitors of the PMA/ionomycin-induced NF-kB reporter in 697 B cells; 697 B-cell NF-kB luciferase reporter, 16 h; inhibition, % at 4 µM; 330,000 compounds, 0.33% hits; AID 435022; in the data active means inhibition above about 35%
CHOP UPR activ – apoptotic UPR (CHOP) activation; activation, % at 10 µM; 330,000 compounds, 0.34% hits; AID 449763; CHO-CHOP luciferase reporter, luminescence; percent of tunicamycin response over DMSO baseline;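 active means at 10 µM dose, activation of 40% or more, normalized to positive control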;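 further: 100% = tunicamycin at 10 µg/mL and 0% = DMSO alone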
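Assay system: CHO-CHOP cells, stable luciferase reporter of PERK-eIF2a-CHOP signalling / Buffer or medium: F12 plus 10% serum / Compound dosing: one dose, 10 µM in 0.5% DMSO / Times: 6 h compound treatment, 37 °C / Technique: luciferase luminescence / Read-out: % reporter activation, DMSO baseline versus tunicamycin full activation / Benchmarks: tunicamycin and DMSO controls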
Numbers without * were called inactive; x = no result given.

SMILES	Gli-Sufu antag	Mdm2-MdmX inh	XBP1 UPR activ	Jurkat NFkB inh	EBI2 block	CCR6 antagonist	CXCR6 inh	697 NFkB inh	CHOP UPR activ
CC(O)CNc1nc2c(c(=O)n(Cc3ccc(Br)cc3)c(=O)n2C)n1C (stereo not drawn)	7	22	-4	0	-2	10	-3	-7	0.2
CCOC(=O)c1c(C)oc2c(CC(=O)c3ccccc3)c(Cl)c(O)c(O)c12	5	x	x	x	0	16	6	x	x
CC1=C/C(=C/N(C)C)C(=O)O1	0	6	2	4	-10	-1	-3	4	0.1
O=C(Nc1cccc(S(=O)(=O)N2CCCC2)c1)c1cccc(OC(F)F)c1	2	18	6	1	-1	13	-9	2	1.8
Cc1ccc(S(=O)(=O)N(C)C)cc1NC(=O)C1CCC1	-3	-19	-2	-13	-9	6	-1	4	-0.1
COc1ccc(CCNC(=O)CN(CCc2ccccc2)S(C)(=O)=O)cc1OC	x	-22	1	-4	4	10	-7	18	-2.4
CC(C)[C@H](NC(=O)c1ccco1)C(=O)OCC(=O)c1ccc2c(c1)NC(=O)CO2	-8	14	-2	-4	0	1	8	4	-1.9
O=C(Cn1c(=O)sc2ccccc21)N1CCOCC1	0	-1	3	14	-19	-9	0	2	-2.2
Cc1ccc(C(=O)N/C(=C/c2cccs2)C(=O)NCCc2c[nH]c3ccccc23)cc1	-6	12	-1	-9	12	13	8	-8	0.5
Cc1ccn2cc(C34CC5CC(CC(C5)C3)C4)nc2c1	-8	2	-4	-23	21	22	-2	-19	2.7
COc1ccc(NC(=O)Cc2cccc(F)c2)cc1S(=O)(=O)Nc1ccccc1Cl	-3	4	-1	-5	5	1	-2	-4	-1.4
CC(C)(CNS(=O)(=O)c1ccc(Br)s1)N1CCOCC1	-5	11	2	-3	-6	3	1	14	0.6
O=C(COc1ccc(/C=N/NC(=O)c2ccc(O)cc2)cc1)Nc1ccc([N+](=O)[O-])cc1	-2	x	x	x	0	12	6	x	x
O=C(Cn1c(=S)[nH]c2ccccc21)c1ccccc1	-5	-1	-1	-2	-9	3	-8	-70	-0.7
COc1ccccc1N1CCN(/N=C/C(Cl)=C/c2ccccc2)CC1	-54	-93	5	-94	9	23	4	-97	5.2
CC(C)(C)NC(=O)C(c1c[nH]c2ccccc12)N(C(=O)Cn1nnc(-c2ccc(F)cc2)n1)c1cccc(O)c1 (stereo not drawn)	5	32	-4	-13	21	-2	3	0	0.1
O=C(Nc1cccn2ncnc12)C(Cl)Cl	2	-10	-2	-13	-8	4	-4	-8	-1.0
Cn1ncc2c(Nc3ccccc3Cl)nc(Cl)nc21	-5	30	10	0	4	-2	3	2	-1.1
Cc1cc(C)n2c(SCC(=O)Nc3ccccc3C#N)nnc2n1	2	-23	-2	18	-12	1	-7	-8	0.1
O=C(c1ccc(N2CCC3(CC2)OCCO3)c([N+](=O)[O-])c1)N1CCOCC1	-5	-3	2	-3	-6	-10	-2	2	2.3
CCCC(C)C(=O)NCc1ccccc1OC (stereo not drawn)	-4	7	-3	-12	-6	11	1	2	-0.9
NC(=S)NN=Cc1ccc(-c2ccc(S(=O)(=O)Nc3ncccn3)cc2)o1	4	7	-3	-1	-9	-2	-2	-5	-0.9
CC(=O)c1cccc(NC(=O)CCNS(=O)(=O)c2cccc(C(C)=O)c2)c1	5	-7	0	0	-7	16	3	21	-0.1
O=C(O)c1ccc2cc[nH]c2c1	-32	3	-3	-1	-6	-13	-4	23	-2.9
C=CCNC(=O)c1onc(CSc2ccccc2C)c1C(=O)O	-11	-6	-1	10	-10	1	-3	19	0.5
Cn1cc(C(=O)N/N=C/c2ccc3c(c2)OCO3)c2ccccc21	-52	66*	4	2	-8	3	-1	-201	5.4
Cc1ccc(NC(=O)CCc2nnc3ccc(NCc4ccco4)nn23)cc1F	-3	21	-4	23	2	5	1	-14	0.2
CC(Oc1ccc(C(=O)NCCc2ccccc2)cc1)C(=O)O (stereo not drawn)	-1	-24	0	4	-10	-8	-4	10	-0.5
O=C1NN(c2cccc(Br)c2)C(=O)/C1=C\c1ccc(O)cc1	6	5	3	-11	2	27	3	19	1.5
CC(C)Cn1c(N)c(C(=O)COC(=O)c2cccn2C)c(=O)n(C)c1=O	6	-16	0	-7	-4	5	13	18	1.8
CN(Cc1cccc(F)c1)C(=O)c1cc(S(=O)(=O)N2CCOCC2)ccc1N1CCCC1	-3	-16	-1	-1	-4	4	6	-1	2.1
Cc1cccc(NC(=S)NC(=O)/C=C/c2ccco2)c1	-11	41	0	24	2	2	6	-10	2.0
CC1=C(C(=O)OC(C)C)C(c2c[nH]c3ccccc23)n2ncnc2N1 (stereo not drawn)	-5	8	-1	4	2	-7	-1	-36	-1.4
O=C(COc1ccc2ccccc2c1)NNC(=O)c1ccccc1	51	-30	2	5	4	2	-3	-3	4.3
O=c1[nH][nH]c(C(F)(F)F)c1C=Nc1ccccc1	5	15	3	-2	-4	-6	-1	4	1.8
COC(=O)[C@@H](NC(=O)N1CCN(c2cccc(C(F)(F)F)c2)CC1)C(C)C	8	-5	-1	18	12	1	14	9	-0.5
Clc1ccccc1CO/N=C1\CCCc2nonc21	-6	-32	0	-26	2	2	-2	-30	1.7
COc1ccc(C(C(=O)NCc2ccccc2)N(Cc2ccco2)C(=O)c2snc(C(N)=O)c2N)cc1 (stereo not drawn)	-5	36	-7	-3	-30	10	-1	18	3.0
CCc1ccccc1NC(=O)CN(C)C(=O)COC(=O)c1ccccc1Cl	-9	7	0	11	-6	14	-6	9	0.9
Nc1nonc1C(=O)N/N=C/c1ccncc1	-7	7	-2	1	-9	4	6	3	0.8
CCn1c(=S)[nH]c2ccccc21	1	16	0	10	-11	-12	-14	21	0.7
CC(=O)c1cccc(NC(=O)C2C3C=CC(C3=C(c3ccccc3)c3ccccc3)C2C(=O)O)c1 (stereo not drawn)	-10	-5	-1	-10	0	0	0	-5	-1.2
CCCNC(=O)C(Cc1ccccc1)NC(=O)c1cccc([N+](=O)[O-])c1 (stereo not drawn)	1	-8	0	-4	-17	7	-8	13	0.0
CCC(Sc1ccc(Cl)cc1)C(=O)Nc1nnc(-c2cccc([N+](=O)[O-])c2)s1 (stereo not drawn)	7	32	-1	10	-3	17	-5	-1	1.9
Cc1ccc(NC(=S)NN2CCOCC2)c(C)c1	3	7	3	-19	-7	-20	-13	-34	-3.1
CSc1ccc(CNC2CC2)cc1	2	-7	-2	2	-4	-20	1	-2	0.6
Cc1ccc(S(=O)(=O)N/N=C/c2ccccc2O)cc1	-2	7	5	7	1	-1	-13	-3	0.2
O=C(NC1CC1)c1ccc(N2CCCCC2)c([N+](=O)[O-])c1	-21	3	2	-17	-4	12	13	4	5.8
c1ccc(-c2nc3ccccn3c2NC2CCCC2)nc1	8	30	-3	-4	8	17	11	-16	-1.1
O=[N+]([O-])c1ccc(N(CCO)Cc2ccccc2)c([N+](=O)[O-])c1	19	2	-4	-1	-6	13	12	-16	-0.3
Cc1ccc(C(C)C)c(OCC(=O)NNC(=O)C(C(C)C)N2C(=O)c3ccccc3C2=O)c1 (stereo not drawn)	-5	15	-1	-1	-1	5	3	5	0.3
Cc1ccc(C)c(NC(=O)C(NCC(C)(C)N2CCOCC2)c2ccccc2)c1 (stereo not drawn)	x	-8	-1	-7	3	13	10	7	1.2
CCCCC(=O)Nc1ccccc1C(C)C	x	14	-1	6	x	x	x	2	1.2
CCc1ccc(N2C(=O)CN(Cc3sccc3C)C2=S)cc1	-8	9	-2	-13	-2	24	-4	-2	1.9
Cc1ccc(-n2ccc(=O)c(-c3ccnc(SCc4cccc(Cl)c4)n3)n2)cc1	6	27	-2	-2	12	2	6	-11	-0.4
COc1ccc(OC)c(C(=O)N2CCC(C(=O)c3ccc(F)cc3)CC2)c1	-20	32	0	0	15	21	-3	-22	-0.5
O=c1[nH]cnc2c1c(-c1ccccc1)cn2-c1ccccc1	-3	19	2	2	-14	3	-3	19	1.2
C=CCn1c(NC(=O)c2ccco2)nc2ccccc21	34	13	-5	2	-10	11	4	8	0.7
CC1CCN(C(=O)c2ccccc2NC(=O)c2cccc(S(=O)(=O)N(C)C)c2)CC1	8	18	-2	9	-4	-3	-6	10	2.4
CC(C)CC(NC=C1C(=O)OC(C)(C)OC1=O)C(=O)O (stereo not drawn)	1	18	0	13	1	6	-5	8	-1.1

(next part)
SMILES	Gli-Sufu antag	Mdm2-MdmX inh	XBP1 UPR activ	Jurkat NFkB inh	EBI2 block	CCR6 antagonist	CXCR6 inh	697 NFkB inh	CHOP UPR activ
COc1cc(C(=O)NCC2(N3CCCCC3)CCCCC2)ccc1OCC(=O)N1CCOCC1	12	13	0	-12	-7	7	-1	20	0.9
CCOc1ccccc1Nc1nnc(SCc2nnc(-c3cc(OC)c(OC)c(OC)c3)o2)s1	16	14	-1	-8	-24	20	3	-28	-0.3
Cc1cc(NC(=O)c2ccc(NC(=O)C3CC3)cc2)no1	-11	-27	1	-2	-5	3	4	-6	4.7
C=CCN(C(=O)Cn1nnc2ccccc21)C(C(=O)NCCOC)c1ccc(OC)cc1OC (stereo not drawn)	0	6	0	9	-12	-13	5	-19	-1.6
CC(NC(=O)C12CC3CC(C1)CC(n1cncn1)(C3)C2)C12CC3CC(CC(C3)C1)C2 (stereo not drawn)	-2	-17	-1	2	-5	-5	0	-43	-0.3
Cc1ccccc1NC(=O)COC(=O)c1ccc(S(=O)(=O)N2CCCC2)cc1	5	8	-1	2	-11	8	-3	10	-0.6
CCOC(=O)c1cc(-c2ccccc2)sc1NC(=O)C(C)N1C(=O)NC(C)(c2ccc(Cl)cc2)C1=O (stereo not drawn)	0	43	-1	-7	2	-14	-9	16	0.4
COc1ccc(-c2csc(N(CC3CCCO3)C(=O)c3ccccc3)n2)cc1 (stereo not drawn)	10	35	1	-14	27	26	3	5	-3.4
O=C1[C@@H]2CSCN2C(=O)CN1Cc1c(F)cccc1Cl	-7	-28	-2	-7	0	11	-6	6	0.1
O=C(NC1=NCCS1)c1cc(-c2ccc(F)cc2)nc2ccccc12	-3	27	-1	3	6	12	2	-4	2.9
CC(=O)Nc1ccc(NC(=O)C(C)OC(=O)/C=C/c2ccc3c(c2)OCO3)cc1 (stereo not drawn)	-3	13	-1	-11	0	1	-1	18	1.5
CCCNC(=O)C(NS(=O)(=O)c1cccc2nsnc12)c1ccccc1 (stereo not drawn)	-3	6	-1	-5	0	0	-2	0	-1.4
Cc1cc(S(=O)(=O)NCc2ccccc2)ccc1OCC(=O)N1CCOCC1	1	-32	-2	8	6	9	-3	2	-1.2
Cc1ccc(C(NC(=O)c2ccccc2)C(Cl)Cl)cc1 (stereo not drawn)	4	-6	0	-18	0	1	8	-7	1.5

Entries listed so far with bromine:
SMILES	Gli-Sufu antag	Mdm2-MdmX inh	XBP1 UPR activ	Jurkat NFkB inh	EBI2 block	CCR6 antagonist	CXCR6 inh	697 NFkB inh	CHOP UPR activ
CC(O)CNc1nc2c(c(=O)n(Cc3ccc(Br)cc3)c(=O)n2C)n1C (stereo not drawn)	7	22	-4	0	-2	10	-3	-7	0.2
CC(C)(CNS(=O)(=O)c1ccc(Br)s1)N1CCOCC1	-5	11	2	-3	-6	3	1	14	0.6
O=C1NN(c2cccc(Br)c2)C(=O)/C1=C\c1ccc(O)cc1	6	5	3	-11	2	27	3	19	1.5
